# CaV13 ICDI inh: Primary screen for inhibitors of IQ motif and Ca2+-dependent inactivation inhibitor domain binding in CACNA1D, Förster resonance energy transfer in living cells, … | HEK cells, CFP/YFP FRET ICDI-IQ, plate reader, 10 min; percent FRET-ratio fall versus neutral wells | inhibition, % at 12.3 µM | 340,000 compounds, 0.098% hits;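 active means mean replicate inhibition of at least 30% and at least 1% of replicates passing that level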;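 further: 0% = median of the neutral control wells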
# PDI inh: inhibitors of human PDI, primary screen, biochemical, turbidity, single point, plate reader; 350,000 compounds, 0.052% hits; PDI insulin aggregation turbidity, A650, 90 min; Protein disulfide-isomerase (Homo sapiens), P07237; inhibition, % at 10 µM;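 active means mean inhibition across replicates of 30% or more, whatever share of single replicates reach that level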;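 further: absorbance from insulin aggregation driven by PDI reduction with DTT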
# ABHD5-PLIN5 inh: ABHD5-PLIN5 interaction inhibitors, primary screen, cell lysate, split luciferase complementation, luminescence | Perilipin-5 (Homo sapiens) + 1-acylglycerol-3-phosphate O-acyltransferase ABHD5 (Homo … | Split G. princeps luciferase complementation, 4 h | inhibition, % at 4 µM | 360,000 compounds, 0.78% hits;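 active means inhibition above the mean inhibition across every tested compound plus 3 SD, cut at about 22% in these data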;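 further: 0% = DMSO only wells and the 100% control is not disclosed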
# H9c2 protect: cardioprotection against H2O2-induced cell death, primary screen, uHTS, H9c2 cells, ATPLite luminescence; protection from H2O2 cell death, % at 20 µM; 360,000 compounds, 0.63% hits; H9c2 cardiomyocytes, H2O2 injury protection, 2 h; AID 588492, 2011;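 active means compounds giving at least 50% protection of heart cells from peroxide-induced death in the single-dose screen, raw or plate-pattern-corrected value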;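 further: 0% = DMSO wells with peroxide and 100% = DMSO wells without peroxide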
# MC4R ag barr: MC4R agonists recruiting beta-arrestin, primary screen, cell-based, luminescence, agonist arm of biased-ligand search. 360,000 compounds, 0.98% hits. U2OS MC4R beta-arrestin complementation; percent of melanotan II response, DMSO zero. Melanocortin receptor 4 (Homo sapiens), P32245. activation, % at 8.9 µM;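 active means activation above a per-plate cutoff, the mean activation of sample wells on that plate plus 3 SD, cut at about 8% in these data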
# Target sequence (P32245 whole entry, looked up): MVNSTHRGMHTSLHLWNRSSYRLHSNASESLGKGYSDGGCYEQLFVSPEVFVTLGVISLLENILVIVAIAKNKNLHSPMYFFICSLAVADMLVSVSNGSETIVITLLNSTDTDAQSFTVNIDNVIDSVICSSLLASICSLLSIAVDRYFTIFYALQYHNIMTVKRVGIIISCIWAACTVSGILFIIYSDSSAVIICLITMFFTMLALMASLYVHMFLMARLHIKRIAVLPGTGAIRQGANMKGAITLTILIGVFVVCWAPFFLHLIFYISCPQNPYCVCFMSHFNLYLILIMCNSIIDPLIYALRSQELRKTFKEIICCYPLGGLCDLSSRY
# ABCB6 inh MLPCN: ABCB6 transporter inhibitors, primary screen, K562-ABCB6 cells, flow cytometry, MLPCN library; ATP-binding cassette sub-family B member 6 (Homo sapiens), Q9NP58; K562-ABCB6 porphyrin accumulation, 1 h; hits give low values; fluorescence ratio to DMSO, % at 10 µM; 360,000 compounds, 0.19% hits; AID 602162, 2011;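 active means fluorescence ratio to DMSO below 75%, the collection mean minus 3 SD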;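 further: signal is porphyrin accumulated inside mitochondria; 100% equals median channel fluorescence of DMSO control wells; lower ratio means ABCB6 inhibition with less porphyrin fluorescence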
# MC4R antagonist: MC4R antagonists of cAMP signaling, primary screen, cell-based, TR-FRET, antagonist arm of biased-ligand search; Melanocortin receptor 4 (Homo sapiens), P32245; MC4R-expressing cells, MTII-stimulated cAMP, LANCE TR-FRET; inhibition, % at 6.5 µM; 360,000 compounds, 0.48% hits;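 active means inhibition above its plate's cutoff, the mean of tested wells on that plate plus 3 SD, cut at about 29% in these data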;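 further: 0% = Melanotan II alone and 100% = Melanotan II plus saturating MCL0020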
#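 System: U2OS cells stably expressing human melanocortin 4 receptor (MC4R). Reagent: Melanotan II challenge after compound preincubation. Doses: 6.5 µM. Times: 30-min compound, 1-h challenge, 1-h detection, room temperature. Measured by: TR-FRET with Eu-cAMP and labeled anti-cAMP, 671 nm. Replicates: singlicate.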
# m5-HT2A agonist: mouse Htr2a agonists via beta-arrestin recruitment, primary screen, cell-based, luminescence; activation, % at 7.6 µM; CHO-K1 mHTR2A beta-arrestin complementation; percent of 30 µM serotonin response; 360,000 compounds, 0.66% hits;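 active means activation above a run cutoff, the mean activation of all tested compounds plus 3 SD, cut at about 14% in these data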;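 further: 0% = plate median of compound wells and 100% = 30 µM serotonin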
# Target sequence (P35363 whole entry, looked up): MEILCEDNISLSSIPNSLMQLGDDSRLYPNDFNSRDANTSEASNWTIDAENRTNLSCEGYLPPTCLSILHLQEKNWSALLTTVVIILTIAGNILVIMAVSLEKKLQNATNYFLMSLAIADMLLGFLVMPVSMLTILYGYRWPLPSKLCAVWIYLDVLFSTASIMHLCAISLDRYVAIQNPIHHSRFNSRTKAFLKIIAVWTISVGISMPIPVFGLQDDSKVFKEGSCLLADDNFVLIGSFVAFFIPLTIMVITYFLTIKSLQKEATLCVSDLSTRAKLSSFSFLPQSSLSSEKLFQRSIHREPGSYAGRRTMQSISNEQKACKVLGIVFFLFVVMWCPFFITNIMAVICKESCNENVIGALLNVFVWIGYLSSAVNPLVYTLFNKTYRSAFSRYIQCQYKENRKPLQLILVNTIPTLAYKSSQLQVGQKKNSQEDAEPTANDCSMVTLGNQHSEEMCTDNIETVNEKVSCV
# Glyco luc inh: increase of ERlucT glycosylation luciferase signal, primary screen, N-linked glycosylation inhibitor project, D54 ERlucT cells, luminescence, set 2; 360,000 compounds, 0.23% hits; D54 ERlucT glycosylation luciferase reporter, 24 h; percent of 100 nM tunicamycin response; reporter increase, % at 12.5 µM; AID 588692, 2011;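 active means mean luciferase reporter signal, scaled so untreated is 0 and the glycosylation-blocking control 100, at or above a set limit in every replicate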;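 further: luciferase carries N-glycosylation sites so blocking glycosylation raises the light; 0% = median of neutral control wells and 100% = median of 100 nM tunicamycin wells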
# Exocytosis inh: LAMP-1 surface exposure blockers, TALL-104 cells – cell-based, flow cytometry, MLPCN library, primary screen; inhibition, % at 10 µM; TALL-104 LAMP-1 surface exposure; cells stimulated with thapsigargin and PMA; 360,000 compounds, 0.66% hits; AID 651702, 2012;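 active means inhibition above about 55%, limit read from the data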
# Active calls of the source: *; . = no result given.
SMILES,CaV13 ICDI inh,PDI inh,ABHD5-PLIN5 inh,H9c2 protect,MC4R ag barr,ABCB6 inh MLPCN,MC4R antagonist,m5-HT2A agonist,Glyco luc inh,Exocytosis inh
C=CCN(c1ccccc1)S(=O)(=O)c1cccc(C(=O)Nc2ccc(N3CCOCC3)cc2)c1,-5.1,-3.8,-1.1,2.7,1.3,99.0,10.9,-1.7,-9.3,4.7
CS(=O)(=O)Nc1ccccc1C(=O)NCc1ccccc1Cl,5.6,-2.0,8.5,0.0,-0.2,94.0,-1.8,5.2,2.0,0.1
CCOc1ncccc1C(=O)OCC(=O)N(CC(C)C)c1c(N)n(Cc2ccccc2)c(=O)[nH]c1=O,-5.9,1.6,-5.5,-5.9,-1.5,90.0,8.8,-6.2,0.2,6.8
COc1ccc(CCNC(=O)Nc2cccs2)c(OC)c1,-17.7,-3.0,-0.6,-0.1,-0.1,101.0,12.2,0.1,0.2,5.9
CC(=O)C1CCC2C(CCC3=CC(=O)CCC32)C1 (stereo unspecified),-5.7,9.0,-9.2,-2.8,-0.1,96.0,-7.8,-0.9,-1.3,-1.6
COc1ccc(C(=O)NCc2ccccc2)cc1S(=O)(=O)N1CCCc2ccccc21,.,-0.1,-1.5,6.7,-2.4,86.0,1.0,-9.6,-6.6,11.7
CSc1ccccc1OC1CCN(Cc2ccccc2)CC1,-1.9,-5.6,7.3,-3.5,2.5,97.0,5.1,2.9,-1.3,-0.6
C/C(N)=C(/C#N)C(=O)COc1ncnc2ccccc12,-8.4,-3.2,1.9,9.3,-2.2,103.0,-2.6,1.9,.,-4.7
O=[N+]([O-])c1ccc(O)c(/C=N/Nc2nn[nH]n2)c1,-6.4,-3.6,9.0,-4.9,-0.6,96.0,-3.9,-8.7,1.3,-2.5
COc1cc2[nH]c(=S)n(Cc3ccc(C)o3)c(=O)c2cc1OC,-4.0,-7.9,10.0,10.2,6.3,100.0,11.0,-0.9,2.1,-2.4
CNc1cccccc1=S,-5.9,-1.0,-12.1,-2.4,0.7,103.0,-2.2,0.8,2.4,-1.3
CN(C)S(=O)(=O)c1cccc(NC(=O)c2ccc(OC(F)(F)F)cc2)c1,-7.4,2.1,-1.6,-10.4,-0.4,98.0,1.5,10.5,-5.3,10.4
Cc1ccc(-n2nnnc2C(Cl)(Cl)c2nnnn2-c2ccc(C)cc2)cc1,-7.2,0.6,12.2,-23.1,-1.1,95.0,-34.1,0.0,5.5,48.1
CCC(Sc1nc(-c2ccccc2)c(C#N)c(=O)[nH]1)C(=O)Nc1nnc(C)s1 (stereo unspecified),-4.6,11.8,7.4,-2.1,-1.0,94.0,11.3,4.1,2.3,-2.4
O=C(Nc1ccc(O)c(C(=O)O)c1)c1ccc2c(c1)C(=O)N(CC1CCCO1)C2=O (stereo unspecified),-9.1,-6.7,-0.8,-3.5,-0.7,95.0,-0.3,-0.5,0.9,-4.9
S=c1nc(-c2ccco2)[nH][nH]1,.,1.7,-10.9,23.0,-1.2,97.0,6.2,-4.0,0.8,1.0
O=C(Nc1ccc(F)cc1)c1cc(-c2ccccc2)no1,-5.9,1.8,-2.6,-3.8,0.1,100.0,2.0,-4.0,1.0,1.3
Cc1ccc(C2=NNC(=O)C(c3ccc(Cl)cc3)C2)cc1 (stereo unspecified),.,-10.6,-1.8,-13.8,4.9,102.0,3.1,1.5,-0.3,-2.1
O=C(O)C1CCCCC1C(=O)NCCCc1ccccc1 (stereo unspecified),-4.1,9.2,-4.8,2.6,-1.8,94.0,-4.2,-5.3,0.4,0.8
COc1ccc(C(C)C)cc1S(=O)(=O)N1CCC(C(=O)NCc2cccnc2)CC1,-3.5,0.8,8.1,-0.4,-1.4,97.0,0.2,-2.6,-0.5,2.1
Nc1ccc(OCc2ccco2)cc1,-6.7,0.2,1.9,-7.8,0.9,94.0,13.0,7.2,2.4,5.7
COC(=O)CSc1nc2ccc(NC(=O)c3ccccc3C(=O)N3CCOCC3)cc2s1,-19.6,-1.4,3.8,42.4,-2.6,99.0,14.3,3.3,2.5,7.3
O=C(O)c1ccccc1NS(=O)(=O)c1ccc(NN=Cc2cccc(Cl)c2)c([N+](=O)[O-])c1,-13.5,21.6,4.5,-1.9,-2.0,90.0,4.0,4.0,1.6,7.0
O=C(N/N=C/C1CC=CCC1)c1cc2ccccc2cc1O (stereo unspecified),-10.3,7.0,0.7,34.7,-0.3,102.0,3.9,-3.6,2.1,-2.5
COc1ccccc1NS(=O)(=O)c1cccc(C(=O)NCC(c2ccco2)N(C)C)c1 (stereo unspecified),-1.9,1.0,6.0,12.3,-1.1,96.0,6.8,-4.8,0.8,-3.1

# Further results follow.
SMILES,CaV13 ICDI inh,PDI inh,ABHD5-PLIN5 inh,H9c2 protect,MC4R ag barr,ABCB6 inh MLPCN,MC4R antagonist,m5-HT2A agonist,Glyco luc inh,Exocytosis inh
CC(=O)Nc1ccc(NC(=O)CSc2ccc(-c3cccnc3)nn2)cc1,-2.9,5.4,-2.0,2.3,-3.6,105.0,3.1,-1.0,1.0,-0.6
CCOc1cccc(-c2nnc3sc(-c4cc(OC)c(OC)c(OC)c4)nn23)c1,-7.5,-5.9,-1.9,8.8,0.3,98.0,2.2,1.0,-3.9,0.2
CCOC(=O)c1c(C)[nH]c(C(=O)OCc2ccc([N+](=O)[O-])cc2)c1C,.,11.9,2.5,3.0,16.8*,93.0,0.8,-3.3,0.2,-9.8
CC(CCc1ccccc1)NC(=O)CSc1ccccn1 (stereo unspecified),-6.1,3.6,-2.0,-0.7,-1.1,96.0,2.2,-1.9,-0.8,-1.3
CCC(=O)c1cn(CC(=O)OC)c2ccccc12,.,-0.4,0.1,1.6,-1.1,117.0,-3.7,2.6,-0.2,-1.8
COc1ccc(S(=O)(=O)NCc2cccs2)cc1,-4.6,-2.7,-2.7,4.5,1.4,89.0,7.8,-2.3,-2.1,1.5
O=C(NCCC1CCCCN1S(=O)(=O)c1ccccc1)C(=O)Nc1ccccc1 (stereo unspecified),-5.8,-0.8,3.2,2.1,-2.3,101.0,-6.1,-5.2,0.2,-0.2
COc1ccc(N2CCN(Cc3cc4c(cc3O)CCC4)CC2)cc1,-3.7,11.1,-1.2,-9.8,5.5,98.0,-1.1,-2.6,1.8,-2.8
CCOCCCNc1c2c(nc3cc(-c4ccc(F)cc4)nn13)CCC2,3.8,-1.4,7.3,-5.9,-3.2,93.0,-0.5,-2.0,0.8,-4.3
CC(C)C1C(c2ccccc2)NC(c2ccccc2)CC1(O)c1ccc(F)cc1 (stereo unspecified),-4.6,4.6,0.3,-8.0,-1.2,99.0,18.7,0.0,-6.6,30.3
Cc1ccc(CSC2=Nc3ccccc3C3=NC(CCC(=O)NCc4ccco4)C(=O)N23)cc1 (stereo unspecified),-4.7,7.6,2.4,3.7,-2.5,93.0,13.2,-4.5,0.3,9.7
CC(C)N(C(=O)[C@H]1C[C@H](CC(=O)NCc2ccco2)C(=O)N2CCc3c([nH]c4cc(-c5ccco5)ccc34)[C@]12C)C(C)C,-5.7,7.2,6.5,2.8,-0.3,95.0,10.0,2.8,-1.8,20.5
Cc1cc(C)n(C(=O)c2c([N+](=O)[O-])c(C)nn2C)n1,-4.0,-2.2,-4.1,7.0,-0.8,80.0,-4.0,-2.8,0.1,-0.2
O=C(CNC(=O)c1ccco1)OCc1ccccc1F,-5.3,-8.2,12.4,1.4,1.8,98.0,0.0,10.1,-0.6,-2.1
O=C(C1CCCCC1)N1C[C@H](n2cc(-c3ccc(F)cc3)nn2)[C@@H](O)C[C@@H]1c1ccc(Cl)cc1,-5.0,-3.3,-9.7,-11.9,0.6,98.0,9.5,-6.4,0.2,-1.1
CCOc1ccc(NC(=O)NCc2ccc3c(c2)OCO3)cc1,-3.0,-2.9,2.5,0.2,-1.1,98.0,4.2,-3.0,1.2,-0.4
COc1ccccc1NC(=O)C1=C(C)Nc2nnnn2C1c1cccc(C)c1 (stereo unspecified),12.6,.,-0.2,4.2,-0.5,100.0,0.7,-4.5,1.4,3.1
Cc1cccc(C)c1NC(=O)CNC(=O)C(C)NC(C)c1ccccc1Br (stereo unspecified),-3.6,4.6,6.9,1.5,-2.4,98.0,14.6,-1.8,1.7,2.8
Cn1c(=O)c2c(nc(Sc3ncnn3CC(=O)NC3CCCCC3)n2C)n(C)c1=O,3.9,-2.3,6.6,8.4,1.8,101.0,5.1,3.4,-0.4,-4.6
Cc1cc(C)n(NC(=S)NC2CCCC2)c(=O)c1C#N,-1.3,-2.8,3.0,4.3,-3.5,94.0,1.9,0.7,3.5,10.1
CC(OC(=O)c1cccs1)C(=O)NCc1cccs1 (stereo unspecified),-3.8,2.2,2.6,1.8,-1.2,96.0,1.0,-5.7,-0.5,7.5
COc1ccc(S(=O)(=O)NCC(=O)NC2CC2)cc1OC,-6.6,-4.0,5.0,-1.0,0.8,105.0,-4.0,1.4,1.3,-3.7
CCOC(=O)c1sc(N2C(=O)C(O)=C(C(=O)c3ccc(C)o3)C2c2ccc(OC)c(OC)c2)nc1C (stereo unspecified),-9.0,5.2,-19.5,8.0,-4.1,102.0,27.5,-3.2,-1.1,-0.6
Cc1ccc(N2C(=O)C(Cl)=C(Nc3c(C)n(C)n(-c4ccccc4)c3=O)C2=O)cc1,-8.1,2.9,-0.7,2.6,-1.2,98.0,-5.0,2.8,0.7,-2.0
CC(=O)N(Cc1ccc(F)cc1)Cc1nc2ccccc2c(=O)[nH]1,-5.8,-0.7,-4.5,15.0,3.8,102.0,9.7,-0.1,-1.2,-3.2

# Compounds above with a thiophene ring, fused or not:
SMILES,CaV13 ICDI inh,PDI inh,ABHD5-PLIN5 inh,H9c2 protect,MC4R ag barr,ABCB6 inh MLPCN,MC4R antagonist,m5-HT2A agonist,Glyco luc inh,Exocytosis inh
COc1ccc(CCNC(=O)Nc2cccs2)c(OC)c1,-17.7,-3.0,-0.6,-0.1,-0.1,101.0,12.2,0.1,0.2,5.9
COc1ccc(S(=O)(=O)NCc2cccs2)cc1,-4.6,-2.7,-2.7,4.5,1.4,89.0,7.8,-2.3,-2.1,1.5
CC(OC(=O)c1cccs1)C(=O)NCc1cccs1 (stereo unspecified),-3.8,2.2,2.6,1.8,-1.2,96.0,1.0,-5.7,-0.5,7.5

# Screening data: PubChem BioAssay, several laboratories

# Outcome played no part in choosing rows (roughly 4.2% active in at least one column).
